# TIM10 inh = inhibits growth of TIM10 yeast strain; S. cerevisiae TIM10 strain growth, BacTiter-Glo luminescence, 24 h; inhibition, % at 10 µM; 330,000 tested, 1.4% active;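 active = inhibition of 40% or more at the single tested concentration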;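 note: wild-type TIM10 isogenic control strain grown at permissive 25 °C; 0% = DMSO yeast wells and 100% = minimal medium wells without yeast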
# mIAP activ = mouse IAP activation; muIAP, CDP-Star luminescence, 30 min; hits give high values; 1 = vehicle-only enzyme signal, 0 = enzyme-free wells; activation factor at 10 µM; 330,000 tested, 0.24% active;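 active = activation factor of at least 2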; note: the source names both 10 and 20 µM as test concentration; values of inactives mirror those of a sister screen read the other way
#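 Assay system: mouse IAP enzyme; Reagent: CDP-Star chemiluminescent phosphatase substrate; Compound: DMSO-dissolved test compounds; Incubation: 30 min, room temperature; Technique: luminescence from enzymatic CDP-Star hydrolysis; Controls: DMSO-only wells and no-enzyme negative control.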
# tim10-1 inh = inhibits growth of tim10-1 mutant yeast. inhibition, % at 20 µM. S. cerevisiae tim10-1 ts strain growth, BacTiter-Glo, 24 h. 330,000 tested, 2.2% active;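 active = inhibition of at least 40%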;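 note: mutant grown at 25 °C; 0% = DMSO wells with yeast and 100% = wells holding no yeast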
# A3G deaminase = inhibitors of human APOBEC3G DNA deaminase | Q9HC16 | recombinant A3G, ssDNA deamination FAM/TAMRA fluorescence | inhibition, % at 20 µM | 330,000 tested, 0.28% active | AID 493012;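 active = inhibition of at least 40% at 20 µM, with no more than 30% in the related APOBEC3A deaminase screen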;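 note: plate controls were DMSO wells with A3G for no effect and wells lacking A3G enzyme for full effect; some compounds called inactive have numbers as strong as hits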
# Target sequence (Q9HC16 whole entry, looked up): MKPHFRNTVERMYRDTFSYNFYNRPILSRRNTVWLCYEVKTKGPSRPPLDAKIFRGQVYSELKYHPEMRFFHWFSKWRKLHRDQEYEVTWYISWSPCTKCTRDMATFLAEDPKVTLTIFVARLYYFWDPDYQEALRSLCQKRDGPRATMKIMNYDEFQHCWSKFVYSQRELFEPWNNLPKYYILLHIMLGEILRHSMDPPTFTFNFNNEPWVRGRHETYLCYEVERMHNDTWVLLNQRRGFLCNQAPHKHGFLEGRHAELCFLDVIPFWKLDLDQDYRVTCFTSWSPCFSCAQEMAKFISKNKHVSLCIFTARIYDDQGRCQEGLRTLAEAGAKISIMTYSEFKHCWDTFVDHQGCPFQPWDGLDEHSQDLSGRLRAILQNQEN
# A3A deaminase = inhibitors of human APOBEC3A DNA deaminase; P31941; recombinant A3A, FAM/TAMRA ssDNA deamination fluorescence; inhibition, % at 20 µM; 330,000 tested, 0.41% active; AID 493011;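 active = at least 40% inhibition at 20 µM here, with at most 30% in a related deaminase screen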;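 note: plate controls were A3A with DMSO for no effect and wells lacking A3A enzyme for full effect; some results filed as inactive read as strong as hits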
# Target sequence (P31941 whole entry, looked up): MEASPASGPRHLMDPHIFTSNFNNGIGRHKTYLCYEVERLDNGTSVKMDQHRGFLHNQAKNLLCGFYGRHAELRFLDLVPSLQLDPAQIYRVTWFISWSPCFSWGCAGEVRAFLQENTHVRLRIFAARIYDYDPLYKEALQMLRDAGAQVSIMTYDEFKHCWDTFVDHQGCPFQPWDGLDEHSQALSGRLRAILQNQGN
# hIAP block = human IAP inhibition; P09923; purified IAP, CDP-Star luminescence, 30 min; inhibition, % at 10 µM; 330,000 tested, 0.12% active; AID 2544;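 active = inhibition reaching a set limit with compound at 10 µM in the primary screen, cut at about 35% in these data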;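 note: plate controls were DMSO wells with enzyme for no effect and no-enzyme buffer wells for full effect; values of inactives mirror those of a sister screen read the other way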
# mIAP block = blocks mouse intestinal alkaline phosphatase; purified mouse IAP, CDP-Star luminescence, 30 min; inhibition, % at 10 µM; 330,000 tested, 0.2% active; AID 2806;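 active = inhibition of at least 40% at 10 µM in the primary screen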;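 note: plate controls were DMSO with enzyme for no effect and no enzyme wells for full effect; values of inactives mirror those of a sister screen read the other way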
# NALP3 yeast inh = inhibitors of NALP3 inflammasome in yeast. Yeast reconstituted NLRP3/ASC/caspase-1, beta-gal luminescence, 24 h. inhibition, % at 10 µM. 330,000 tested, 0.39% active. AID 2825;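 active = inhibition of 50% or more; inactive = inhibition below 50%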;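 note: plate controls were induced DMSO wells for no effect and uninduced yeast grown without galactose for full effect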
# MIN6 prolif = induces beta-cell replication in MIN6 cells | MIN6 cells proliferation, ATPlite luminescence, 48 h; cells starved in 0.2% serum; 100% = growth in 10% serum | proliferation, % at 10 µM | 330,000 tested, 0.29% active | AID 2380;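 active = compounds whose signal lies at least 3.5 SD above the mean of all wells on their plate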;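 note: 0% = DMSO-treated cells in low-serum medium and 100% = 10% serum control; some compounds called inactive have numbers as strong as hits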
# * hit, by the source's call.
SMILES,TIM10 inh,mIAP activ,tim10-1 inh,A3G deaminase,A3A deaminase,hIAP block,mIAP block,NALP3 yeast inh,MIN6 prolif
NC(=O)CCCc1nc(-c2ccccc2Cl)no1,-7,0.96,-10,-4,0,7,4,5,1
CN(Cc1ccccc1)C(=O)COC(=O)c1cc(S(=O)(=O)N(C)C)ccc1N1CCCC1,2,1.1,18,4,26,6,-12,0,-1
CCn1c(=O)cc(O)c2c(=O)n(C)c(=O)n(C)c21,-21,1.1,-4,-5,-2,-15,-6,-6,-1
CN(C)S(=O)(=O)c1cccc(C(=O)Nc2cc(Cl)ccc2O)c1,-9,0.94,14,-9,-5,-3,6,-5,-2
CCOC(=O)N1CCN(S(=O)(=O)c2ccc(F)c(C(=O)Nc3ccc(C(C)C)cc3)c2)CC1,14,1.1,20,-6,1,-5,-10,-9,-3
COc1ccc(NC(=O)CCC(=O)NCc2ccco2)c([N+](=O)[O-])c1,-5,1.1,5,15,0,-5,-5,27,0
CC(=O)Nc1cccc(NC(=O)c2ccc(Br)cc2)c1,11,0.97,2,-6,-1,9,3,19,1
Oc1c(N=NC(=S)Nc2ccccc2F)c2ccccc2n1Cc1ccc(Cl)cc1,2,0.81,19,3,4,8,19,6,-6
CS(=O)(=O)N(Cc1ccccc1)c1ccc(C(=O)Nc2cccnc2)cc1,2,1,0,1,-1,14,-2,20,3
CCOC(=O)Cn1nnc(-c2ccc(SC)cc2)n1,2,0.96,22,-8,0,6,4,-9,-3
C[n+]1ccccc1C1CCCC/C1=N\NC(N)=S (stereo not drawn),9,0.98,-4,14,84*,-7,2,24,-2
Cc1nn(C)cc1[C@@H]1C[C@H]2CN(Cc3cccc(Cl)c3)C(=O)[C@]23CCCN13,6,1.1,4,-7,-6,0,-12,8,-2
CCCCNC(=S)N(Cc1ccco1)Cc1cc2cc3c(cc2[nH]c1=O)OCCO3,8,0.84,32,-2,-1,14,16,6,-6
COc1ccc(Cl)c2sc(NC(=O)C3=COCCO3)nc12,36,0.99,32,-6,0,0,0,42,0
O=S(=O)(Nc1ccccc1F)c1cccc(NC(=S)NCCN2CCOCC2)c1,-9,0.79,-15,71*,-2,11,22,-3,-6
O=C(NCCNc1ccc([N+](=O)[O-])cc1C(F)(F)F)c1ccccc1,2,0.98,8,-3,3,25,2,30,0
Cc1ccc(N2C(=O)N3[C@H](c4ccc(F)cc4)[C@@H]4C(=O)N(C5CCCCC5)C(=O)[C@@H]4[C@]3(C)C2=O)cc1,14,1,9,-4,3,-5,-2,4,-7
Cn1c(=O)[nH]c(=O)c2c1nc(CN1CCN(Cc3ccccc3)CC1)n2CC(N)=O,-4,0.93,-22,-3,-1,8,7,24,5
Cc1cccc(Cn2c(NCCO)nc3c2c(=O)n(C)c(=O)n3C)c1,-10,1,-25,-7,-5,-8,-2,-12,-2
CCOc1ccc(CCNC(=O)c2nnn(CC(=O)Nc3ccc(C)cc3)c2N)cc1OCC,5,1,8,-5,-3,-8,-3,8,5
CCCCCCOC1(c2ccccc2)OC(=O)c2ccccc21 (stereo not drawn),-13,0.94,25,-3,2,2,6,1,-6
O=C(COC(=O)c1cnc(Cl)c(Cl)c1)NCCC1=CCCCC1,-17,1.1,16,-1,0,0,-8,-4,-5
O=C(CN1CCCC1=O)NC1C2CC3CC(C2)CC1C3 (stereo not drawn),-4,0.96,8,1,0,4,4,11,1
C=CCN1C(=O)c2ccc(C(=O)OCC(=O)N(C)C3CCCCC3)cc2C1=O,11,0.94,17,2,4,-4,6,7,0
COCCN(C(=S)Nc1ccc(Cl)cc1OC)C1CCN(C(C)=O)CC1,-12,0.92,1,-3,3,14,8,-10,-2
C=C1CCC2C(C)(C)[C@@H](O)CC[C@@]2(C)[C@@H]1COc1ccc2ccc(=O)oc2c1 (stereo partly drawn),-11,0.95,15,-7,-3,-19,5,15,-3
NC(=O)CC(NC(=O)Cc1ccc(Br)cc1)c1ccc(N2CCc3ccccc3C2)c([N+](=O)[O-])c1 (stereo not drawn),-14,0.86,8,12,3,4,14,13,-7
Cc1cc2nc(SCC(=O)O)nc(C)c2cc1C,1,1,7,6,6,11,-5,0,-2
COc1ccc(NC(=O)Cn2cccc2)c(OC)c1,2,1.1,14,1,-4,-5,-10,7,-2
Cc1cc(Cl)ccc1OCC(=O)NNC(=O)c1cnccn1,6,0.79,32,-10,-1,-56,21,0,-5
COC(C[C@H]1O[C@H]1[C@@H](O)COCc1ccccc1)OC,3,1,-14,-1,1,-8,-2,-12,0
Cc1ccc(CN2CCNC(=O)C2CC(=O)NCc2csc(C(C)C)n2)cc1 (stereo not drawn),10,0.91,13,-9,-5,-16,9,8,-3
CCc1ccc(/C=N/NC(=O)Cc2ccc(OC)c(OC)c2)s1,10,1,14,-5,-1,-8,-1,12,-2
COc1ccc(C2c3ccc4ccccc4c3Oc3ncn(CCN4CCOCC4)c(=N)c32)cc1 (stereo not drawn),11,1.1,31,-6,-2,16,-8,2,-6
CCSCCC(NC1=CC(=O)CC(C)(C)C1)C(=O)O (stereo not drawn),-2,0.97,15,-3,-1,11,3,-3,-2
COc1ccc(C(C)=O)cc1CSc1nc2ccccc2c(=O)n1-c1ccccc1,-17,0.94,28,0,-1,-1,6,-7,-3
O=C1CC(CC(=O)N/N=C/c2ccccc2[N+](=O)[O-])=NN1,-4,0.77,6,1,1,5,23,-9,-1
Cn1cc(/C=C(\NC(=O)c2ccccc2Cl)C(=O)NCCCn2ccnc2)c2ccccc21,-5,1,-13,-8,-8,-12,-1,8,1
CCCOC(=O)C1[C@H]2C(=O)N(C(C)c3ccc(OC)cc3)C[C@]23C=C[C@H]1O3 (stereo partly drawn),4,0.94,7,-3,-2,-11,6,11,-2
COc1ccc(CNC(=O)COC(=O)CCn2c(C)csc2=O)cc1OC,-3,0.89,-9,-4,-1,-8,11,9,-1
NS(=O)(=O)c1ccc(Nc2nc(-c3ccc(F)cc3)cs2)cc1,15,0.97,12,0,4,-7,3,9,-2
C/C(CC(=O)Nc1ccccc1C(F)(F)F)=N\NC(=O)c1cnccn1,13,0.93,13,-7,-3,-10,7,-8,5
Cc1cccc(Nc2ccncc2S(=O)(=O)NC(=O)NC(C)C)c1,6,1,-38,-5,-2,14,-4,11,-3
COc1cc([N+](=O)[O-])ccc1NC(=O)COC(=O)CCS(=O)(=O)c1ccc(C)cc1,-2,1.1,11,-7,0,2,-6,1,-2
COc1ccccc1NC(=O)c1cc([N+](=O)[O-])ccc1NCCN1C(=O)CCC1=O,-4,0.92,5,1,10,16,8,4,3
CN(CC(=O)Nc1cccc(F)c1)CC(=O)N1CCCCC1,9,0.98,8,8,10,-2,2,12,-2
COCCn1c(SCC(=O)NC(=O)NCc2ccccc2)nc2ccccc21,19,1,25,-5,0,1,0,10,1
CCN(CC)c1nc(SCCOC(=O)Nc2ccccc2)nc(N(CC)CC)n1,0,1.2,10,-6,1,-9,-23,11,-4
Cc1ccn2cc(C(=O)Nc3ccccc3N3CCOCC3)nc2c1,33,1.1,20,2,5,-14,-6,30,-2
Nc1nonc1N/N=C/c1c(O)ccc2ccccc12,7,0.9,22,-3,0,-8,10,16,-3
COc1cccc(-c2nn3c(-c4ccccn4)nnc3s2)c1,28,1,58*,0,6,-3,-4,7,-2
COc1ccc([N+](=O)[O-])cc1N(CC(=O)N(C)C)S(C)(=O)=O,-2,0.97,-4,-3,1,0,3,0,-1
CN=C(Nc1cccnc1)c1ccccc1,-6,1,-3,-7,-2,6,0,9,-1
CCN(c1ccccc1)S(=O)(=O)c1ccc(C(=O)NCCc2ccc(S(N)(=O)=O)cc2)cc1,-3,0.94,-1,0,1,2,6,15,-3
Cc1cc(Cl)ccc1OCC(=O)OCC(=O)c1c(N)n(C)c(=O)n(C)c1=O,9,1,14,-9,-5,-1,-3,5,4
CC(=O)Nc1ccc(CN2CCCN(C)CC2)cc1,6,1,-4,-4,-7,-11,-3,7,-1
CCCC(=O)Nc1nnc(SCC(=O)NC2CC2)s1,-9,0.95,-13,-4,1,4,5,15,0

# Profiles, looked up by structure. Screens in order: TIM10 inh	mIAP activ	tim10-1 inh	A3G deaminase	A3A deaminase	hIAP block	mIAP block	NALP3 yeast inh	MIN6 prolif
# Results for COc1cc([N+](=O)[O-])ccc1NC(=O)COC(=O)CCS(=O)(=O)c1ccc(C)cc1 → -2	1.1	11	-7	0	2	-6	1	-2
# Results for CCN(CC)c1nc(SCCOC(=O)Nc2ccccc2)nc(N(CC)CC)n1 → 0	1.2	10	-6	1	-9	-23	11	-4

# In the list so far, 13 contain an aryl methoxy group.
SMILES,TIM10 inh,mIAP activ,tim10-1 inh,A3G deaminase,A3A deaminase,hIAP block,mIAP block,NALP3 yeast inh,MIN6 prolif
COc1ccc(NC(=O)CCC(=O)NCc2ccco2)c([N+](=O)[O-])c1,-5,1.1,5,15,0,-5,-5,27,0
COc1ccc(Cl)c2sc(NC(=O)C3=COCCO3)nc12,36,0.99,32,-6,0,0,0,42,0
COCCN(C(=S)Nc1ccc(Cl)cc1OC)C1CCN(C(C)=O)CC1,-12,0.92,1,-3,3,14,8,-10,-2
COc1ccc(NC(=O)Cn2cccc2)c(OC)c1,2,1.1,14,1,-4,-5,-10,7,-2
CCc1ccc(/C=N/NC(=O)Cc2ccc(OC)c(OC)c2)s1,10,1,14,-5,-1,-8,-1,12,-2
COc1ccc(C2c3ccc4ccccc4c3Oc3ncn(CCN4CCOCC4)c(=N)c32)cc1 (stereo not drawn),11,1.1,31,-6,-2,16,-8,2,-6
COc1ccc(C(C)=O)cc1CSc1nc2ccccc2c(=O)n1-c1ccccc1,-17,0.94,28,0,-1,-1,6,-7,-3
CCCOC(=O)C1[C@H]2C(=O)N(C(C)c3ccc(OC)cc3)C[C@]23C=C[C@H]1O3 (stereo partly drawn),4,0.94,7,-3,-2,-11,6,11,-2
COc1ccc(CNC(=O)COC(=O)CCn2c(C)csc2=O)cc1OC,-3,0.89,-9,-4,-1,-8,11,9,-1
COc1cc([N+](=O)[O-])ccc1NC(=O)COC(=O)CCS(=O)(=O)c1ccc(C)cc1,-2,1.1,11,-7,0,2,-6,1,-2
COc1ccccc1NC(=O)c1cc([N+](=O)[O-])ccc1NCCN1C(=O)CCC1=O,-4,0.92,5,1,10,16,8,4,3
COc1cccc(-c2nn3c(-c4ccccn4)nnc3s2)c1,28,1,58*,0,6,-3,-4,7,-2
COc1ccc([N+](=O)[O-])cc1N(CC(=O)N(C)C)S(C)(=O)=O,-2,0.97,-4,-3,1,0,3,0,-1

# Screening results (PubChem)
